TrxR1 substrate: is turned over as a substrate by rat TrxR1; 390,000 compounds, 0.01% hits; purified TrxR1 substrate turnover, NADPH consumption readout; AID 588456; O89049; Potency, µM (titrated, usually from 114 µM), for the others: top-dose activity change, negative = substrate turnover; further: on the % scale 0 is the no-effect control and ±100 the full control effect; nearly all actives have a fitted effect of over 50% in size
Target sequence (O89049 whole entry, looked up): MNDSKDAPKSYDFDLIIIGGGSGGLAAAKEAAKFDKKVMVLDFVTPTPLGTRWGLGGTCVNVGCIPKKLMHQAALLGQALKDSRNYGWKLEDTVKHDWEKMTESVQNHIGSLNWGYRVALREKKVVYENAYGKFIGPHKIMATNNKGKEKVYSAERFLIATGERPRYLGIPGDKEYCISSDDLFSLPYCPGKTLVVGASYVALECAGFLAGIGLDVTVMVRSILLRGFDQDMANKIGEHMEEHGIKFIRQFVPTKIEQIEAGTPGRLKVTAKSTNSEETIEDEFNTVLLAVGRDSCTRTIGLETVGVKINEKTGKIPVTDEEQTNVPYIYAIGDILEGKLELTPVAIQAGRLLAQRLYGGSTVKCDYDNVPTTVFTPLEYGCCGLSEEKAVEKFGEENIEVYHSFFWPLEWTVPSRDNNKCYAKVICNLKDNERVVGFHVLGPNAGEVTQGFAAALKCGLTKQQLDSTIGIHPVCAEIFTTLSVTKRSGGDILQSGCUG
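Rat TrxR1, dispensed at 90 nM, was prereduced with 400 uM NADPH (final) for 5 min at ~22 deg C, then incubated with compound 15 min before 400 uM selenite. A first-read NADPH fluorescence drop versus no-compound background flagged substrates.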
12-LOX inh: inhibitors of human 12S-lipoxygenase ALOX12. 580,000 compounds, 1.1% hits. Potency, µM (doses to about 108 µM), for the others: at the top dose activity change, negative = inhibition, most hits filed as inhibitors. purified 12hLO, xylenol orange hydroperoxide absorbance. P18054. AID 1671190; further: on the % scale 0 is the no-effect control and ±100 the full control effect
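Purified human 12hLO at 150 nM in 25 mM Hepes, 0.01% Triton X-100, pH 7.0, preincubated 15 min at room temperature with compound. Reaction started with 40 uM arachidonic acid, 30 min at room temperature. Hydroperoxide measured by Fe-xylenol orange, 573/405 nm absorbance ratio.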
RGS4 inh: human RGS4 inhibition; P49798; Transcreener GDP fluorescence polarization, RGS4-accelerated GTP hydrolysis; Potency, µM (titrated, usually from 114 µM), for the others: top-dose activity change, negative = inhibition, hits mostly inhibitors; 390,000 compounds, 0.039% hits; AID 504845; further: on the % scale 0 is the no-effect control and ±100 the full control effect; nearly all actives have a fitted effect of over 75% in size; some results filed as inactive show a strong effect at the top dose
Target sequence (P49798 whole entry, looked up): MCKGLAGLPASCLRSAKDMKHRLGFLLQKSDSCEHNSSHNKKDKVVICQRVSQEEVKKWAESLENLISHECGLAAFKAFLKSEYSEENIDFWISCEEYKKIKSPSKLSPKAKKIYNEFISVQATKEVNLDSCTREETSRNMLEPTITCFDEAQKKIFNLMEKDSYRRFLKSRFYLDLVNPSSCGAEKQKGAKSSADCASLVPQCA
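MLSMR compounds (23 nl, pin-transferred) preincubated 10 min at room temperature with a 500nM (2x) first reagent, then RGS4 at 900nM (2x) plus Transcreener GDP mix added; fluorescence polarization (620/688 nm) read before and after 90 min at 30 °C.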
Vif-A3G inh: inhibitors of Vif-APOBEC3G interaction | Q9HC16 | HeLa A3G-eYFP + Vif (tagged APOBEC3G with the HIV-1 protein that degrades it), YFP fluorescence, overnight | Potency, µM (titrated, usually from 46.1 µM), without a hit: at the highest dose activity, negative = active, most hits filed as inhibitors | 410,000 compounds, 0.076% hits | AID 602310;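 further: on the % scale 0 is the no-effect control and ±100 the full control effect; nearly all actives have a fitted effect of over 60% in size; hits raise eYFP signal because A3G escapes Vif-driven loss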
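Read-out is eYFP fluorescence (Ex 488/Em 500-530) from Vif-expressing HeLa A3G-eYFP cells; more signal means A3G escaped Vif-mediated degradation. Cells plated overnight, compound pinned in, incubated overnight at 37 deg C.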
Vif-A3F inh: blocks the Vif interaction with APOBEC3F; HeLa A3F-eYFP + Vif (tagged APOBEC3F with the HIV-1 protein that degrades it), YFP fluorescence increase; Potency, µM (doses to about 46.1 µM), without a hit: at the top dose activity, negative = active; 390,000 compounds, 0.2% hits; further: % of control where 0% means no effect; nearly all actives have a fitted effect of over 65% in size
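Fluorescence increase (Ex 488/Em 500-530) after overnight compound treatment at 37 deg C flags inhibition of Vif-driven A3F-eYFP loss in stable HeLa A3F-eYFP/Vif cells seeded overnight beforehand.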
TrxR1 inh: rat TrxR1 inhibition | recombinant rTrxR1, NADPH fluorescence consumption, selenite substrate | Potency, µM (top dose mostly 114 µM), without a hit: at the top dose activity change, negative = inhibition, most hits filed as inhibitors | 390,000 compounds, 1% hits | AID 588453 | O89049; further: on the % scale 0 is the no-effect control and ±100 the full control effect; nearly all actives have a fitted effect of over 65% in size
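Rat TrxR1 (90 nM in the dispensed reagent) was pre-reduced with 400 uM NADPH for 5 min at room temperature, then incubated with compound for 15 min. After 400 uM selenite was added, NADPH fluorescence (Ex 340/Em 450 nm) was followed for 8 min.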
USP1 inh: inhibitors of human USP1/UAF1 deubiquitinase; Potency, µM (highest dose often 57.1 µM), for the others: at the top dose activity change, negative = inhibition, usual class: inhibitors; AID 743255; O94782; recombinant USP1/UAF1, Ub-Rhodamine cleavage fluorescence; 390,000 compounds, 0.23% hits; further: on the % scale 0 is the no-effect control and ±100 the full control effect; nearly all actives have a fitted effect of over 60% in size; inactives centre near -12
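USP1/UAF1 complex at 1 nM was preincubated with compound for 15 min at room temperature, then Ub-Rho substrate (150nM final) was added. Fluorescence (480/540 nm) was read kinetically, 6 reads every 60 seconds.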
RXFP1 agonist: RXFP1 (human) receptor agonism; Q9HBX9; 370,000 compounds, 0.3% hits; HEK293T-RXFP1 cAMP TR-FRET, 30 min; response scale: percent of porcine relaxin response, buffer zero; AID 2676; Potency, µM (top dose mostly 57.5 µM), without a hit: top-dose activation, most hits filed as activators; further: on the % scale 0 is the no-effect control and ±100 the full control effect; nearly all actives have a fitted effect of over 60% in size; many of its hits are not listed in these tables
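HEK293 cells stably expressing RXFP1, treated 30 min at 37C with compounds plus PDE4 inhibitor Ro 20174; cAMP measured by HTRF TR-FRET. Normalized to buffer and 29 nM porcine relaxin; EC50 by Hill fit.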
mIDH1 inhibitor: human IDH1 R132H inhibition. IDH1-R132H enzyme, NADPH consumption, diaphorase/resazurin fluorescence. Potency, µM (top dose mostly 76.6 µM), for inactives: at the top dose activity change, negative = inhibition, actives largely listed as inhibitors. 390,000 compounds, 0.093% hits; further: on the % scale 0 is the no-effect control and ±100 the full control effect; nearly all actives have a fitted effect of over 65% in size
Target sequence (O75874 whole entry R132H, stated change not applied): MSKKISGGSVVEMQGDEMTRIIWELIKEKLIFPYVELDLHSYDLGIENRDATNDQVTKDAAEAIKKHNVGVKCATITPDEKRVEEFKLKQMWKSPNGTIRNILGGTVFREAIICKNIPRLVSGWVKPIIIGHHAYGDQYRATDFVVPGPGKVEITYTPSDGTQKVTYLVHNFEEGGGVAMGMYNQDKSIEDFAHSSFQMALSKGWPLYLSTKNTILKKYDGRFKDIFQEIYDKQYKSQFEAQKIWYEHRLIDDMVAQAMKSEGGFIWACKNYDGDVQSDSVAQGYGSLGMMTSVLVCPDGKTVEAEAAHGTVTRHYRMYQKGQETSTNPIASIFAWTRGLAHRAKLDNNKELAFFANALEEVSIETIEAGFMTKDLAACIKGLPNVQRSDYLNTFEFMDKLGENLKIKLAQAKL
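IDH1-R132H (0.5 ug/mL dispensed) in pH 7.5 Tris buffer was preincubated 30 min with compound, then given a substrate mix of 0.016 mM NADPH and 2 mM alpha-KG for 80 min at room temperature; remaining NADPH was read by diaphorase/resazurin fluorescence.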
Numbers without * were called inactive; [ ] = dose if it differs, or a comment. The call rests on the fitted dose curve; in most records, active means well fitted curve in the direction sought with a large enough effect; inconclusive means small, poorly fitted or top-dose-only effect, or another doubt; inactive means no such curve, though single readings can be large; an effect the other way counts as inactive or inconclusive. Potency means the concentration at half of the fitted maximal effect. The list is partial; rates above refer to the full screens.

Results for O=C(NCCN1CCOCC1)C12CC3CC(C1)CC(c1ccccc1)(C3)C2 ?
TrxR1 substrate: 4%[57.1 µM]; 12-LOX inh: -13%; RGS4 inh: 34%; Vif-A3G inh: 3%; Vif-A3F inh: -4%; TrxR1 inh: 23%[57.1 µM]; USP1 inh: -11%; RXFP1 agonist: 1.6%; mIDH1 inhibitor: -3%

Results for O=C1NC(=S)SC1=Cc1ccccc1Cl ?
TrxR1 substrate: -15%; 12-LOX inh: inconclusive; RGS4 inh: -6%; Vif-A3G inh: 0%; Vif-A3F inh: -8%; TrxR1 inh: -32%; USP1 inh: -37%; mIDH1 inhibitor: -6%

What do the screens show for `Cc1ccc2nc(-c3ccc(SCC(=O)O)nc3)[nH]c2c1`?
TrxR1 substrate: 564%[activator]; 12-LOX inh: inconclusive; RGS4 inh: -22%; Vif-A3G inh: 1%; Vif-A3F inh: -7%; TrxR1 inh: inconclusive; USP1 inh: -16%; RXFP1 agonist: 4.3%; mIDH1 inhibitor: 3%

How did O=C(Nc1cccc(Cl)c1)c1cccc(N2C(=O)C3CC=CCC3C2=O)c1 (configuration not stated) do in these assays?
TrxR1 substrate: -4%; 12-LOX inh: -2%; RGS4 inh: 4%; Vif-A3G inh: 0%; Vif-A3F inh: 0%; TrxR1 inh: 16%; USP1 inh: -10%; RXFP1 agonist: -4.3%; mIDH1 inhibitor: 1%

Results for CCOC(=O)C1CCN(C(=O)c2oc3ccc(S(=O)(=O)N4CC(C)CC(C)C4)cc3c2C)CC1 (configuration not stated) ?
TrxR1 substrate: -5%; 12-LOX inh: 3%; RGS4 inh: 4%; Vif-A3G inh: 0%; Vif-A3F inh: 1%; TrxR1 inh: 3%; USP1 inh: -13%; RXFP1 agonist: 2.1%; mIDH1 inhibitor: -3%

How did CCOc1ccccc1NC(=S)N1CCN(c2cccc(C)c2C)CC1 do in these assays?
TrxR1 substrate: 0%; 12-LOX inh: -15%; RGS4 inh: 0%; Vif-A3G inh: -7%; Vif-A3F inh: -8%; TrxR1 inh: 24%; USP1 inh: -17%; RXFP1 agonist: -2.5%; mIDH1 inhibitor: 1%

How did CCOC(=O)N1CCN(C(=O)CS(=O)(=O)c2cn(Cc3ccc(F)cc3)c3ccccc23)CC1 do in these assays?
TrxR1 substrate: 4%[57.1 µM]; 12-LOX inh: 3%[57.4 µM]; RGS4 inh: 7%; Vif-A3G inh: -4%; Vif-A3F inh: 9%; TrxR1 inh: 8%[57.1 µM]; USP1 inh: -19%; RXFP1 agonist: -0.3%; mIDH1 inhibitor: 3%

What do the screens show for `Cc1ccc(NC(=O)CSc2ncccn2)cc1S(=O)(=O)N1CCOCC1`?
TrxR1 substrate: -2%; 12-LOX inh: 10%; RGS4 inh: -10%; Vif-A3G inh: 1%; Vif-A3F inh: 5%; TrxR1 inh: -6%; USP1 inh: -7%; mIDH1 inhibitor: 0%

What do the screens show for `COc1ccc(C(C(=O)NCC2CCCO2)N(Cc2ccccc2)C(=O)c2snc(C(N)=O)c2N)cc1OC` (configuration not stated)?
TrxR1 substrate: 13%; 12-LOX inh: 6%; RGS4 inh: 11%; Vif-A3G inh: 4%; Vif-A3F inh: 2%; TrxR1 inh: 6%; USP1 inh: -13%; RXFP1 agonist: 1.6%; mIDH1 inhibitor: -2%

How did COc1ccc(CNc2ncnc3c2c(-c2ccccc2)cn3-c2cccc(C)c2)cc1 do in these assays?
TrxR1 substrate: -1%[57.1 µM]; 12-LOX inh: -21%; RGS4 inh: 7%; Vif-A3G inh: -1%; Vif-A3F inh: 3%; TrxR1 inh: 9%[57.1 µM]; USP1 inh: 17%; RXFP1 agonist: 1.3%; mIDH1 inhibitor: 1%

How did O=C(NC(=S)N(Cc1ccccc1)c1ccccn1)C1CC1 do in these assays?
TrxR1 substrate: 2%; 12-LOX inh: inconclusive; RGS4 inh: -6%[11.4 µM]; Vif-A3G inh: 4%; Vif-A3F inh: -12%; TrxR1 inh: 6%; USP1 inh: -7%; RXFP1 agonist: 0.4%; mIDH1 inhibitor: -18%

Results for CC1CCN(C(=O)C2CCN(S(=O)(=O)c3cc(Cl)ccc3Cl)CC2)CC1 ?
TrxR1 substrate: -3%; 12-LOX inh: -1%; RGS4 inh: -13%; Vif-A3G inh: -1%; Vif-A3F inh: 6%; TrxR1 inh: 3%; USP1 inh: -19%; RXFP1 agonist: 0.0%; mIDH1 inhibitor: 6%

What do the screens show for `O=C(O)c1ccc(N/N=C/c2ccc(OC(=O)c3cccc(Cl)c3)cc2)cc1`?
TrxR1 substrate: 0%; 12-LOX inh: inconclusive; RGS4 inh: 9%[11.4 µM]; Vif-A3G inh: 1%; Vif-A3F inh: -10%; TrxR1 inh: 29%; USP1 inh: 0%; RXFP1 agonist: 7.2%; mIDH1 inhibitor: -21%

Results for Cn1c(/N=C/c2cc(Cl)ccc2O)nc2ccccc21 ?
TrxR1 substrate: 5%; 12-LOX inh: -7%; RGS4 inh: 4%; Vif-A3G inh: 1%; Vif-A3F inh: -2%; TrxR1 inh: 4%; USP1 inh: -17%; RXFP1 agonist: 2.5%; mIDH1 inhibitor: 8%

Results for O=S(=O)(c1ccc(Br)cc1)N1CCOCC1 ?
TrxR1 substrate: -6%; RGS4 inh: 18%; Vif-A3G inh: 2%; TrxR1 inh: -2%

How did CC(C)(C)NC(=O)CSc1nccn1Cc1ccccc1 do in these assays?
TrxR1 substrate: 6%; 12-LOX inh: -10%; RGS4 inh: -17%; Vif-A3G inh: 1%; Vif-A3F inh: -1%; TrxR1 inh: 24%; USP1 inh: -8%; RXFP1 agonist: 2.0%; mIDH1 inhibitor: -6%

How did c1cc2ccc3ccc(-n4cnnn4)c4ccc(c1)c2c34 do in these assays?
TrxR1 substrate: 28%; 12-LOX inh: 0%; RGS4 inh: -38%; Vif-A3G inh: inconclusive; Vif-A3F inh: -28%; TrxR1 inh: 16%[57.1 µM]; USP1 inh: inconclusive; RXFP1 agonist: 0.6%; mIDH1 inhibitor: 4%

Results for CCOC(=O)c1c(C)[nH]c(C(=O)OCC(=O)N(C)CC(=O)Nc2ccccc2Cl)c1C ?
TrxR1 substrate: -3%; 12-LOX inh: -3%; RGS4 inh: -50%; Vif-A3G inh: -4%; Vif-A3F inh: 0%; TrxR1 inh: -4%; USP1 inh: inconclusive; RXFP1 agonist: 0.4%; mIDH1 inhibitor: 1%

How did O=C(CSc1cccc[n+]1[O-])Nc1ccc2c(c1)OCCO2 do in these assays?
TrxR1 substrate: 5%[57.1 µM]; 12-LOX inh: 20%; RGS4 inh: -6%; Vif-A3G inh: 1%; Vif-A3F inh: -1%; TrxR1 inh: 15%[57.1 µM]; USP1 inh: -23%; RXFP1 agonist: -0.4%; mIDH1 inhibitor: -4%

Results for Cc1csc(NC(=O)CCC(=O)N(CC(=O)NC2CCCC2)Cc2ccccc2)n1 ?
TrxR1 substrate: 17%; 12-LOX inh: -4%; RGS4 inh: -6%; Vif-A3G inh: inconclusive; Vif-A3F inh: 11µM*; TrxR1 inh: -13%; USP1 inh: inconclusive; RXFP1 agonist: -3.7%; mIDH1 inhibitor: 12%

What do the screens show for `COc1nc(Nc2ccc(O)cc2)nc(OC(C(F)(F)F)C(F)(F)F)n1`?
TrxR1 substrate: -9%; 12-LOX inh: inconclusive; RGS4 inh: -6%; Vif-A3G inh: -1%; Vif-A3F inh: -4%; TrxR1 inh: 8%; USP1 inh: inconclusive; RXFP1 agonist: 0.2%; mIDH1 inhibitor: 6%

How did CN1OC[C@@H]2CN[C@H](c3ccc(-c4ccccc4)cc3)C[C@@H]21 do in these assays?
12-LOX inh: -17%; Vif-A3G inh: 0%; Vif-A3F inh: -4%; USP1 inh: -8%; mIDH1 inhibitor: 0%

How did COc1ccc(C(C)=O)c2c1OCCO2 do in these assays?
TrxR1 substrate: -8%; 12-LOX inh: 0%; RGS4 inh: 2%[11.4 µM]; Vif-A3G inh: -2%; Vif-A3F inh: 11%; TrxR1 inh: 11%[57.1 µM]; USP1 inh: -10%; RXFP1 agonist: 0.9%; mIDH1 inhibitor: 1%

Results for COCc1c(C(=O)N2CCN(Cc3nc4ccccc4s3)CC2)oc2ccccc12 ?
TrxR1 substrate: -9%; 12-LOX inh: inconclusive; RGS4 inh: inconclusive; Vif-A3G inh: 1%; Vif-A3F inh: 0%; TrxR1 inh: -12%; USP1 inh: 1%; RXFP1 agonist: 0.2%; mIDH1 inhibitor: 5%

Results for COc1ccc(NC(=O)/C(=C\c2cccnc2)NC(=O)c2cccs2)cc1 ?
TrxR1 substrate: -10%; 12-LOX inh: 11%; RGS4 inh: -12%; Vif-A3G inh: -1%; Vif-A3F inh: 5%; TrxR1 inh: -2%; USP1 inh: -2%; RXFP1 agonist: 0.1%; mIDH1 inhibitor: 4%

Pulled by structure from the list above:
How did COc1ccc(CNc2ncnc3c2c(-c2ccccc2)cn3-c2cccc(C)c2)cc1 do in these assays?
TrxR1 substrate: -1%[57.1 µM]; 12-LOX inh: -21%; RGS4 inh: 7%; Vif-A3G inh: -1%; Vif-A3F inh: 3%; TrxR1 inh: 9%[57.1 µM]; USP1 inh: 17%; RXFP1 agonist: 1.3%; mIDH1 inhibitor: 1%

Results for CC1CCN(C(=O)C2CCN(S(=O)(=O)c3cc(Cl)ccc3Cl)CC2)CC1 ?
TrxR1 substrate: -3%; 12-LOX inh: -1%; RGS4 inh: -13%; Vif-A3G inh: -1%; Vif-A3F inh: 6%; TrxR1 inh: 3%; USP1 inh: -19%; RXFP1 agonist: 0.0%; mIDH1 inhibitor: 6%
